# High-throughput results deposited in PubChem BioAssay by National Center for Advancing Translational Sciences (NCATS).
# AmpC inh detg – blocks E. coli AmpC beta-lactamase in detergent assay; P00811; AmpC hydrolysis of nitrocefin, absorbance 480 nm, 0.01% Triton; Potency, µM (series often up to 114 µM), inactives show at the top dose activity change, negative = inhibition, actives largely listed as inhibitors; 370,000 tested, 0.041% active; AID 485294; active = well fitted inhibition curve with a large enough effect; inconclusive = small, poorly fitted or top-dose-only effect;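 note: potency is the fitted concentration of half-maximal effect; 0% = no-compound wells and -100% = no-enzyme wells; nearly all actives have a fitted effect of over 25% in size; some results filed as inactive show a strong effect at the top dose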
# Target sequence (P00811 whole entry, looked up): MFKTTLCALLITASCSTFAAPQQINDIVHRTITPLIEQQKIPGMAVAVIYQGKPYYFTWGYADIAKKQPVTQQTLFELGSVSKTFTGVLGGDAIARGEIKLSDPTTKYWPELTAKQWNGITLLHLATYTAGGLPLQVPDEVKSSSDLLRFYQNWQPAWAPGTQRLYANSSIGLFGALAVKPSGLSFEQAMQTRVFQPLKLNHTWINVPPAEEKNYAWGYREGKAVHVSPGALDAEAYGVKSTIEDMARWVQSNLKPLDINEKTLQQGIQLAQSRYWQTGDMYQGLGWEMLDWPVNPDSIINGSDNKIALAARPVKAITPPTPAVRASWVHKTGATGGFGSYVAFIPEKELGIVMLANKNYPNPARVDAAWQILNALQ
#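 AmpC (5.3 nM in the dispensed reagent) in 20 mM phosphate pH 7.0 with 0.01% (detergent screen) or 0.0001% Triton X-100 was preincubated with compounds for 15 min at room temperature. Nitrocefin was then added from an 800 uM solution, and hydrolysis was followed at 480 nm.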
# HCMV inh – human cytomegalovirus inhibition | HFF cells, HCMV-luciferase reporter, 72 h; stronger effect = lower value | activity change, negative = inhibition, % at 57.5 µM | 410,000 tested, 4.5% active; in the data active = activity change below about -60%; inconclusive = no clear call, values can overlap the other calls; inactive = above about -39%
#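 Steps: HFFs plated, 16 h 37C; compounds added; HCMV-luciferase added to MOI 1 PFU/cell; 72 h 37C; OneGlo reagent, 5 min room temperature; luminescence read, normalized to controls.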
# An asterisk follows results filed as active; ? = inconclusive. Unless noted, % is set by controls: 0 for no effect and ±100 for the full control effect. An excerpt, so the mix of outcomes need not match the whole.
SMILES,AmpC inh detg,HCMV inh
O=C(CCSCc1ccccc1F)N1CCN(c2ccc(Cl)cc2)CC1,-6%,-29
Cc1cccc(CNC(=O)c2oc3c(c2C)-c2nn(Cc4cccc(Cl)c4)cc2CC3)c1,9%,49
CCc1ccc(NC(=O)C(=O)NCCc2sc(-c3ccc(C)cc3)nc2C)cc1,-6%,14
COc1ccc(NC(=O)CSc2nnc(-c3cccs3)o2)cc1,19%,82
Cc1c(CNC2CCCCC2)c(C(=O)O)c(C)n1Cc1c(F)cccc1Cl,25%,6
Cc1csc2nc(COc3ccc(NC(=O)c4ccccc4F)cc3)cc(=O)n12,8%,-15
COc1cccc(NC(=O)Nc2cc(-c3cn4cccnc4n3)ccc2C)c1,-1%,7
Cc1cc(C)c2nc(NC(=O)c3ccc(S(=O)(=O)N4CCCC4)cc3)sc2c1,-5%,5
COc1ccccc1N1CCN(S(=O)(=O)c2c(C)nc3sccn3c2=O)CC1,-8%,-2
COc1ccc(C2C(=O)N(C3CCCCCC3)CC(=O)N2Cc2ccc(C)cc2)cc1 (stereo not given),8%,-11
O=c1n(Cc2ccc(F)cc2)c2ccccc2c2nc(-c3ccccc3)nn12,0%,-11
Cc1ccc2nc(-c3ccc(Cl)c(NC(=O)c4ccc(Br)o4)c3)oc2c1,0%,0
COc1ccccc1N1CCN(c2ccc(-c3nc(-c4ccccc4C)no3)cc2[N+](=O)[O-])CC1,-7%,36
Cc1ccc(NC(=O)c2cnc(SCC(=O)N3CCOCC3)n(C)c2=O)cc1C,0%,?
COCc1cc(C)nc2sc3c(=O)n(-c4ccccc4C(F)(F)F)nnc3c12,-3%,-2
Cc1ccc(NC(=O)CCc2nnc3n(CC(C)C)c(=O)c4ccccc4n23)cc1C,-1%,-2
COCCCn1c(=N)c(C(=O)NC2CCCC2)cc2c(=O)n3cccc(C)c3nc21,-10%,2
O=C(Cn1c(=O)c2ccccc2n2nncc12)Nc1cccc(F)c1,0%,-8
CCCCNc1nc(Oc2ccc(=O)[nH]n2)nc(N(C)C)n1,0%,-2
N#Cc1nc(-c2ccc(COc3ccccc3)o2)oc1NCc1cccnc1,15%,-14

# Entries shown so far containing a halogen, in the order listed:
SMILES,AmpC inh detg,HCMV inh
O=C(CCSCc1ccccc1F)N1CCN(c2ccc(Cl)cc2)CC1,-6%,-29
Cc1cccc(CNC(=O)c2oc3c(c2C)-c2nn(Cc4cccc(Cl)c4)cc2CC3)c1,9%,49
Cc1c(CNC2CCCCC2)c(C(=O)O)c(C)n1Cc1c(F)cccc1Cl,25%,6
Cc1csc2nc(COc3ccc(NC(=O)c4ccccc4F)cc3)cc(=O)n12,8%,-15
O=c1n(Cc2ccc(F)cc2)c2ccccc2c2nc(-c3ccccc3)nn12,0%,-11
Cc1ccc2nc(-c3ccc(Cl)c(NC(=O)c4ccc(Br)o4)c3)oc2c1,0%,0
COCc1cc(C)nc2sc3c(=O)n(-c4ccccc4C(F)(F)F)nnc3c12,-3%,-2
O=C(Cn1c(=O)c2ccccc2n2nncc12)Nc1cccc(F)c1,0%,-8

# Other records
SMILES,AmpC inh detg,HCMV inh
Cc1ccc(-c2nc(C)c(CCNC(=O)C(=O)Nc3ccc4c(c3)OCO4)s2)cc1,3%,21
CCN(CC)S(=O)(=O)c1ccc2oc(C(=O)Nc3ccc(Br)cc3F)c(C)c2c1,7%,-4
C=Cc1ccc(Cn2c(=O)n(-c3cccc(Cl)c3)c(=O)c3c4c(sc32)CN(C(C)=O)CC4)cc1,7%,-21
COc1ccccc1CNC(=O)CCn1c(=O)c2ccccc2n(CC(=O)Nc2cccc(Cl)c2)c1=O,21%,-40
COc1cccc(-n2c(=O)c3c4c(sc3n(Cc3ccc(F)cc3Cl)c2=O)CCCC4)c1,17%,12
COc1ccc(CNCc2ccc(C(=O)O)s2)cc1,5%,8
Cn1c(=O)c2c(-c3ccccc3Cl)n(-c3cc(Cl)ccc3O)cc2n(C)c1=O,-2%,-9
COc1ccc(-c2nnc(SCC(=O)Nc3ccccc3C)o2)cc1OC,24%,45
CCOc1ccc(-n2c(SCC(=O)Nc3cc(C)ccc3C)nc3c([nH]c4ccccc43)c2=O)cc1,2%,9
COC(=O)c1c(-c2cccs2)csc1NC(=O)c1ccc(Cl)cc1,18%,56
Cc1ccc(NC(=O)Cn2c(=O)n(-c3ccccc3)c(=O)c3c4c(sc32)CCCC4)cc1,18%,3
COc1ccc(CNS(=O)(=O)c2ccc(-c3cc(C(F)(F)F)on3)s2)cc1OC,-7%,-38
Cc1cccc(OCCSc2nc3ccccc3n2CC(=O)N2CCCCC2)c1C,5%,0
COc1ccccc1Nc1cc(C(=O)NCc2cccs2)c2ccccc2n1,4%,-16
COC(=O)COc1ccc(C2C(C(=O)OC)=C(C)NC3=C2C(=O)c2ccccc23)cc1OC (stereo not given),-8%,-108*
CCOc1ccc(N(Cc2cc3cc(C)ccc3[nH]c2=O)C(=O)c2cccc(Cl)c2)cc1,11%,8
COc1cccc(C2CC(=O)N(c3ccc(F)cc3)C3=C2C(=O)OC3)c1OC (stereo not given),-1%,-7
Cc1ccc(-n2nc(C)c3c(C)cc(=O)n(CC(=O)NC(C)C)c32)cc1,12%,20
O=C(CSc1nccn1Cc1ccccc1)NCc1ccco1,5%,46
CCOC(=O)c1cnc2ccc(OCC)cc2c1N1CCN(c2ccccc2F)CC1,2%,9
COc1cc(OC)c(NC(=O)Cn2ncn3c(cc4cc(C)ccc43)c2=O)cc1Cl,28%,-18
Cc1ccc(C)c(NC(=O)N2CCN(C(=O)c3nsc4ccccc34)CC2)c1,16%,?
COc1ccccc1N1CCN(c2nc3c(S(=O)(=O)c4ccc(C)c(C)c4)nnn3c3ccc(Cl)cc23)CC1,-8%,16
COc1ccc(NC(=O)c2cc(S(=O)(=O)N3CCCCCC3)cn2C)c(OC)c1,1%,-12
CCOc1cc(C2c3c(-c4ccccc4O)n[nH]c3C(=O)N2CCc2ccccc2)ccc1O (stereo not given),-3%,-24
Cc1cc(C)cc(NC(=O)CCCc2nnc3n(CC(C)C)c(=O)c4sccc4n23)c1,20%,-17
CCC1CN(C(=O)N2CCC(C(=O)NCc3cccs3)CC2)c2cc(C)ccc2O1 (stereo not given),12%,-17
CCCN1CCN(CCNC(=O)Nc2cc(Cl)c(OC)cc2OC)CC1,-6%,-9
COc1ccc(Cn2ccc3nc(C)c(C(=O)N4CCN(c5ccc(F)cc5)CC4)cc3c2=O)cc1,15%,1
CCOc1ccccc1CNC(=O)C1CCN(S(=O)(=O)c2ccc3c(ccn3C)c2)CC1,0%,-3
COC(=O)c1cc2oc3ccccc3c2n1Cc1cc(C)ccc1C,3%,3
COc1ccc(C(=O)N(Cc2cc(OC)c(OC)c(OC)c2)c2ccccn2)cc1,21%,-16
COC(=O)c1cc(OC)c(OC)cc1NC(=O)c1ccc2c(c1)CCN2S(C)(=O)=O,-4%,-3
COc1ccc(NC(=O)CN2C(=O)CCc3cc(S(=O)(=O)N4CCOCC4)ccc32)c(OC)c1,-5%,3
Cc1cc(OC(C)C(=O)Nc2sc3c(c2C(N)=O)CCCC3)ccc1Cl (stereo not given),0%,-5
CCc1cccc(CC)c1NC(=O)CN1C(=O)C(=O)c2ccccc21,-3%,-4
CCCOc1ccc(C2CC(=O)Nc3c2c(=O)n(C)c(=O)n3C)cc1OC (stereo not given),11%,27
COC(=O)c1ccc(NC(=O)CCc2c(C)nn(-c3ccc(N4CCCC4)nn3)c2C)cc1,9%,?
CCN(Cc1ccccc1)C(=O)Cn1cc(S(=O)(=O)Cc2cccc(Cl)c2)c2ccccc21,2%,0
Cc1ccc(CC(=O)N(Cc2nc(-c3ccc(C)cc3)no2)C(C)C)cc1,-4%,-8
Fc1ccc(CNc2ncnc3onc(-c4ccc(F)cc4)c23)cc1,21%,?
CSc1nn(Cc2cccc(F)c2)c(N(C(C)=O)C(C)=O)c1S(=O)(=O)c1ccccc1,-4%,-8
COc1cccc(CNC(=O)c2ccc3c(c2)nnn3C2CCCC2)c1,1%,-8
COc1ccc(-c2cc(C)no2)cc1S(=O)(=O)N1CC(C)Oc2ccccc21 (stereo not given),4%,-12
CCC1CCCCN1C(=O)Cn1c(=O)n(CC2CCC(C(=O)NC)CC2)c(=O)c2sccc21 (stereo not given),4%,3
Cc1ccccc1Cn1c(SCc2ccc(C(=O)NC(C)c3ccccc3)cc2)nc2ccncc21 (stereo not given),-5%,-21
CCN1CCN(C(=O)c2ccc3c(c2)N(Cc2cc(C)ccc2C)C(=O)c2ccccc2S3=O)CC1 (stereo not given),1%,-19
CCOc1ccc(CN(CCc2ccc3c(c2)OCO3)Cc2cccc(OC)c2)cc1,3%,-3
CCc1ccc(CNc2ncnc3c2nc2n3CCCC2)cc1,-4%,-20
CCOC(=O)c1sc(NC(=O)c2nc3ncccn3n2)c(C(=O)OC(C)C)c1C,3%,-2
COc1cc(NC(=O)c2nn(-c3ccc(F)cc3)c(=O)n(C)c2=O)cc(OC)c1OC,-2%,23
COc1ccc(CNc2ncnc3onc(C)c23)cc1,-9%,-13
CCn1c(=O)c(C(=O)Nc2cc(OC)c(OC)c(OC)c2)nc2ccccc21,14%,7
COCCCNC(=O)c1[nH]c2cc(OC)ccc2c1Sc1ccc(C)cc1,15%,9
Cc1ccc(CCNC(=O)c2ccc(CSCc3ccccc3C)o2)cc1,12%,12
CCCN1C(=O)c2[nH]nc(-c3ccc(F)cc3)c2C1c1ccc(O)c(OCC)c1 (stereo not given),20%,24
CCC(=O)N1CCc2cc(S(=O)(=O)CCC(=O)N3CCN(c4cccc(C)c4)C(C)C3)ccc21 (stereo not given),2%,?
O=C1CN(C(=O)c2ccc(S(=O)(=O)N3CCCC3)cc2)C(c2ccccc2)c2cc(Br)ccc2N1 (stereo not given),6%,-31
Cc1ccc(C)c(N2CCN(C(=O)CN3C(=O)COc4ccc(S(=O)(=O)N5CCC(C)CC5)cc43)CC2)c1,5%,8
COc1cccc(OCc2nc3ccccc3n2Cc2ccccc2)c1,10%,19
# (cont.)
SMILES,AmpC inh detg,HCMV inh
COc1ccc2c(CNCc3cccs3)c(C(=O)O)n(Cc3ccccc3C)c2c1,19%,0
COc1ccc(CNC(=O)c2ccc3c(c2)CCN3S(=O)(=O)c2ccc(Cl)cc2)cc1,17%,-30
CCC(=O)N1CCc2cc(S(=O)(=O)NC(Cc3ccccc3)C(=O)Nc3ccccc3C)ccc21 (stereo not given),0%,2
CCCOc1ccc(-c2nc3ccc(Br)cc3c(=O)o2)cc1,12%,1
COc1ccc(CNC(=O)c2oc3c(c2C)-c2nn(Cc4ccccc4Cl)cc2CC3)cc1,-2%,?
COc1ccc(Cl)cc1N(C)C(=O)c1cc2c(=O)oc3ccc(C)cc3c2s1,2%,-14
COc1ccc(-n2nc(C(=O)N3CCCC(C)C3)c3c4ccccc4n(C)c3c2=O)cc1 (stereo not given),-3%,-2
Cc1cccc(Cn2c(=O)n(CCCCC(=O)NCc3ccc4c(c3)OCO4)c(=O)c3ccccc32)c1,19%,-7
CCOc1ccc(OCC)c(NC(=O)CN(C)S(=O)(=O)c2ccc3c(c2)CCCC(=O)N3)c1,18%,-21
COc1ccccc1N1CCN(C(=O)c2ccc(Nc3nc4ccccc4n4nnnc34)cc2)CC1,-7%,-10
CCOC(=O)c1ccc(NC(=O)CSc2nc(-c3ccc(OC)cc3)cc(C(F)(F)F)c2C#N)cc1,23%,39
CCOCCc1nn2c(=O)cc(COC(=O)c3cccc(C)c3)nc2s1,16%,-7
CCOC(=O)CSc1nc2cc3c(cc2c(=O)n1CCCCCC(=O)NCc1ccc2c(c1)OCO2)OCO3,-7%,-29
CCOc1ccccc1NC(=O)Cc1coc2c(C)c(C)ccc12,-1%,-10
COc1cc(NC(=O)Cn2c(=O)n(-c3ccccc3)c(=O)c3c4c(sc32)CCCC4)cc(OC)c1,18%,8
O=C(COc1ccccc1F)OCc1cc(=O)n2nc(C3CCCCC3)sc2n1,-5%,12
Cc1ccccc1CN1CCCN(CC(=O)Nc2ccc(F)cc2)S1(=O)=O,18%,-12
COC(=O)c1cc2oc3ccccc3c2n1CC(=O)Nc1ccc(OC)c(OC)c1,20%,-2
CCOc1ccc(NC(=O)Cc2c[nH]c3ccccc23)cc1,-1%,55
Cc1ccc(Cl)cc1NC(=O)C1CCN(c2nnc(C)c3c(C)n(-c4ccccc4)nc23)CC1,-1%,?
O=C(O)c1cc(NC2(c3ccccc3)C(=O)c3ccccc3C2=O)ccc1Cl,20%,-1
Cc1cccc(C(=O)Nc2nc(-c3nnn(-c4cc(C)ccc4C)c3C)ns2)c1,1%,-62*
O=C(O)CCn1cnc2onc(-c3ccccc3Cl)c2c1=O,1%,12
COc1cc2c(=O)c(S(=O)(=O)c3ccc(F)cc3)cn(Cc3ccccc3C)c2cc1OC,17%,5
Cc1ccccc1Nc1c(-c2ccc(O)cc2)nc2c(C)cccn12,-6%,-16
CCOc1ccc(NC(=O)Cn2c(=O)n(CCCS(=O)(=O)C3CCCCC3)c(=O)c3ccccc32)cc1,0%,10

# Record cards (already shown).
# O=C(O)c1cc(NC2(c3ccccc3)C(=O)c3ccccc3C2=O)ccc1Cl across the screens: AmpC inh detg = 20%; HCMV inh = -1
# CCOc1ccc(NC(=O)Cn2c(=O)n(CCCS(=O)(=O)C3CCCCC3)c(=O)c3ccccc32)cc1 across the screens: AmpC inh detg = 0%; HCMV inh = 10
